Source: PubChem BioAssay (several laboratories)
HSP90 inh: inhibitors of HSP90 luciferase refolding in rabbit reticulocyte lysate | luciferase refolding luminescence, 3 h | AID 1789 | inhibition, % at 5.6 µM | 0.91% of 290,000 active;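 active = inhibition above the screen-wide mean plus 3 SD, computed separately per campaign, cut at about 16% in these data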;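 note: 0% = DMSO wells and 100% = 60 µM geldanamycin wells; inhibitors lower the luminescence because luciferase stays unfolded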
IEC-6 tox: counter-screen for KLF5 inhibitors: cytotoxicity in IEC-6 cells. IEC-6 cytotoxicity, luminescence viability. inhibition, % at 5 µM. 0.78% of 290,000 active; in the data active = inhibition above about 22%;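 note: 0% = plate median of test compound wells and 100% = cytotoxic reference compound wells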
aSyn UTR inh: MLPCN primary screen, SNCA 5' untranslated region; alpha-synuclein 5'UTR reporter, inhibitor activity; inhibition, % (tested at 7.5 µM); 0.82% of 300,000 active; in the data active = inhibition above about 60%; inconclusive = no clear call, values can overlap the other calls;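 note: H4 neuroglioblastoma cells stably carrying SNCA 5'UTR luciferase fusion; 0% = DMSO wells and 100% = positive control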
GSK3 alpha inh: blocks human GSK-3 alpha kinase; P49840; ADP-Glo luminescence, 60 min; inhibition, % at 10 µM; 0.1% of 320,000 active; AID 2650;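 in the data active = inhibition above about 50%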;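 note: GST-tagged GSK-3 alpha with peptide substrate and 25 µM ATP; 0% = DMSO neutral wells and 100% = GW8510 positive control wells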
Target sequence (P49840 whole entry, looked up): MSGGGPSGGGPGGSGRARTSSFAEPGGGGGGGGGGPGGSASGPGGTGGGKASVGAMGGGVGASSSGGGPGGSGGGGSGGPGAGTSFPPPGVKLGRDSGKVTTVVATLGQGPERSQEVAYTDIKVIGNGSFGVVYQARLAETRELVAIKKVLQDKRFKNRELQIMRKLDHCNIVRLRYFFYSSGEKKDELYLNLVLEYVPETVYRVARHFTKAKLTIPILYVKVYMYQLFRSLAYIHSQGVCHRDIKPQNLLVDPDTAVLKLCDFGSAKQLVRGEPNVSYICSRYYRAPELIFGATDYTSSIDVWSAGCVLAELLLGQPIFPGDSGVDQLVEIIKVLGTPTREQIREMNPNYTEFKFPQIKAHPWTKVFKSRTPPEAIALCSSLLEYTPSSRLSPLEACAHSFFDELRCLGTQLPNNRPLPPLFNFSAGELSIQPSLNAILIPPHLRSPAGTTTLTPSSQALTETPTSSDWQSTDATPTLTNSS
KLF5 inhibitor: inhibitors of KLF5 expression. DLD-1 KLF5 promoter-luciferase reporter, luminescence. inhibition, % at 5 µM. 0.23% of 290,000 active;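 active = inhibition above a per-plate limit of that plate's mean compound inhibition plus 3 SD, cut at about 60% in these data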;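 note: 0% = DMSO wells and 100% = LY294002 at 200 µM; higher means less KLF5 promoter-driven luciferase light; inactives centre near -14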
HIF activator: HIF pathway transcriptional activation. U2OS HRE-luciferase reporter, luminescence; normalized: DMSO 0%, desferrioxamine 100%. AID 1910. 0.32% of 300,000 active. activation, % at 7.5 µM (by protocol);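 active = mean activation of at least 10% of the iron chelator positive control signal, with at least half of replicates also reaching 10%; inconclusive = mean and replicate majority disagree about reaching 10%; inactive = mean and most replicates under 10%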
AI-2 QS mod: modulates the Vibrio harveyi AI-2 quorum sensing system | 0.4% of 300,000 active | activity change, % at 7.5 µM | AID 2094 | Vibrio harveyi JMH597 AI-2 luminescence/OD600 ratio, 9 h; stronger effect = lower value; strain lacks LuxN and CqsS sensors; 0 = neutral-control median; in the data active = activity change below about -75%, passing the limit was not always enough; inconclusive = no clear call, values can overlap the other calls;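 note: luminescence divided by OD600 gain over 9 h not by final OD600 alone; inactives centre near 13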
HSF1 inhib: HSF1 inhibition. NIH3T3-HGL HSE-luciferase, MG132-induced, luminescence 8 h; stronger effect = lower value. 0.77% of 300,000 active. activity change, negative = inhibition, % at 7.5 µM (by protocol);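 active = more than half of replicate wells show activity change below -50%, luminescence cut by over half; inconclusive = some wells, but at most half, below -50%; inactive = no replicate well below -50%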;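 note: luciferase reports HSF-1 transcriptional activity via heat shock element; 0% = median of DMSO wells and -100% = zero luminescence signal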
HSF-1 act: increases HSF-1 driven luciferase reporter signal; 1.7% of 300,000 active; AID 504408; activation, % at 9 µM; NIH3T3-HGL HSF-1 luciferase reporter, MG132, 8 h; 100% = twice DMSO control signal;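 active = mean replicate activation of at least 50% with a set share of replicates each reaching 50%; inconclusive = only one of those two conditions met; inactive = mean below 50% and too few replicates reaching it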;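 note: 0% = median of the neutral control wells and 100% = twice that signal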
GSK3B inh: blocks human GSK3beta kinase activity; P49841; 0.038% of 300,000 active; GST-GSK3beta kinase, ADP-Glo luminescence, 60 min; stronger effect = lower value; AID 2097; activity score (negative = inhibition), % at 10 µM;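 active = more than half of replicate wells score below -50%, meaning over 50% inhibition versus plate controls; inconclusive = some replicates but at most half score below -50%; inactive = no replicate scores below -50%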;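 note: 0% = median DMSO wells and -100% = median GW8510 positive control wells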
Target sequence (P49841 whole entry, looked up): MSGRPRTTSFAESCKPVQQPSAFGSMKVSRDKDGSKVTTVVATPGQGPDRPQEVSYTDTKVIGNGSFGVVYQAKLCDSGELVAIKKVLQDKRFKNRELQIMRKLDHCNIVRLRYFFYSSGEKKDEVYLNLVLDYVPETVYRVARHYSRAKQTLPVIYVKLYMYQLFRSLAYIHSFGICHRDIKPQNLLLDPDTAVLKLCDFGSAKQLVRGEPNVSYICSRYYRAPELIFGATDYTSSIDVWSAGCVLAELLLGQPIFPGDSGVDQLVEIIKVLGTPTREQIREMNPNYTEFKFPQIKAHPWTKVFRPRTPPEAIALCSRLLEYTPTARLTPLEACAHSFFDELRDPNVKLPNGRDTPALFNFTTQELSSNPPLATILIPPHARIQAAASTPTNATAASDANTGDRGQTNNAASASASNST
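Test system: GST-fused GSK3beta enzyme, cell-free | Quantity: 1.6 ng GST-GSK3beta enzyme per well | Reagent: 25 µM ATP with peptide substrate | Schedule: 60 min enzyme reaction, room temperature | Signal: Luminescent ADP-Glo measurement of ADP formed | Read-out basis: Score relative to plate controls | Control set: DMSO and 20 µM GW8510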
* hit, by the source's call; u = inconclusive; x = no result given.

mol	HSP90 inh	IEC-6 tox	aSyn UTR inh	GSK3 alpha inh	KLF5 inhibitor	HIF activator	AI-2 QS mod	HSF1 inhib	HSF-1 act	GSK3B inh
O=C(O)CCc1ccc(-c2ccc(F)cc2)n1CC1CCCO1 (centres undefined)	3	3	8	7	-10	0.2	3	6	6	-1
CCOc1cc(C(=S)N2CCOCC2)ccc1OS(=O)(=O)c1ccccc1	1	-4	-4	3	-26	-0.1	23	1	-12	3
Cc1ccc(S(=O)(=O)N(C(=O)c2ccncc2)c2ccc(OC(=O)c3ccncc3)c3ccccc23)cc1	2	6	-65	-3	-4	-0.3	-16	16	31	-6
CC(=O)Nc1ccc(NC(=O)C2(C)CC2(Cl)Cl)cc1 (centres undefined)	-1	4	-10	-3	6	0.4	13	-44	-51	2
CCCCn1c(C(C)O)nc2ccccc21 (centres undefined)	4	12	-7	-1	10	-0.9	8	-8	-7	1
O=C(Nc1ccc(C(F)(F)F)cc1-c1ccccc1)c1ccccc1	-1	0	26	0	-20	-1.2	-8	-2	-11	-1
COc1ccc(CC(=O)NNC(=O)c2ccc(Br)o2)cc1	5	2	12	-4	10	-0.8	5	-10	-7	3
Cc1cccc2cc(/C=N/NC(=O)CN3CCCCC3)c(Cl)nc12	3	10	20	0	-6	-0.2	6	0	0	3
Clc1ccc(-c2nnc3n2CCCCS3)cc1	3	-3	17	0	-10	0.2	11	-3	-5	1
COc1ccc(-c2nc3ccccn3c2NC2CCCCC2)cc1SC1CCCCC1	x	x	11	-1	x	-0.8	19	7	0	1
Cc1c(C(=O)Nc2nnc(SCc3ccccc3Cl)s2)cccc1[N+](=O)[O-]	0	-8	11	-1	-20	-0.2	17	1	0	7
CSc1ccccc1NC(=O)C1CC(c2ccccc2Cl)=NO1 (centres undefined)	-6	-6	0	-2	-12	1.5	18	5	-8	1
CCN1CCN(C(=O)c2sc3nc(C)nc(N4CCC(C)CC4)c3c2C)CC1	4	-2	x	3	-34	x	31	x	x	1
Cc1nnsc1C(=O)NC(=O)Nc1ccc(F)c(Cl)c1	-2	2	0	0	-20	-0.3	4	0	-14	2
CC(=O)N1CCN(c2ccc(NC(=O)/C=C/c3ccccc3)cc2)CC1	4	4	-8	-3	-6	-0.1	23	0	4	-2
O=C(NCCc1ccccc1)C1CCCN1S(=O)(=O)c1ccccc1 (centres undefined)	4	4	-41	0	-16	-0.3	60	-1	2	-1
O=C(NCc1ccccc1Cl)c1cc(=O)[nH]c2ccccc12	0	3	14	0	-4	-1.9	x	-1	-4	x
COc1cccc(CC(=O)Nc2ccccc2N2CCCC2)c1	2	2	5	1	-2	-0.3	26	-1	-6	0
Cc1ccc2c(c1)N(CC(=O)NCCCN1CCOCC1)C(=O)C(C(C)C)O2 (centres undefined)	x	x	4	x	x	0.0	28	-2	-10	-1
CCN(CC(=O)Nc1cc(S(=O)(=O)N2CCCCC2)ccc1Cl)Cc1ccccc1	x	x	20	-1	x	-10	36	15	7	-1
O=C(CSc1nnc(-c2cccc(F)c2)o1)NC1CCCC1	-3	1	-6	x	5	1.5	25	-4	7	-1
Cc1ccc(C)c(S(=O)(=O)N2CCCOC2CNC(=O)C(=O)NCc2ccccn2)c1 (centres undefined)	-4	-8	-3	-1	-41	0.2	16	1	-1	1
CC(C)Cc1cc(C(=O)Nc2sc3c(c2C#N)CCCC3)no1	-3	8	-27	-1	-9	0.9	10	-1	-22	3
CCOC(=O)/C=c1\s/c(=C\c2ccc3cc(OC)ccc3c2)c(=O)n1CC(=O)NCC1CCCO1 (centres undefined)	3	2	-36	3	-10	-0.1	5	-3	8	-4
CC(Sc1nnc(-c2ccc(Cl)cc2)n1C)C(N)=O (centres undefined)	-2	-3	11	1	11	-0.2	7	3	-9	0

Other records.
mol	HSP90 inh	IEC-6 tox	aSyn UTR inh	GSK3 alpha inh	KLF5 inhibitor	HIF activator	AI-2 QS mod	HSF1 inhib	HSF-1 act	GSK3B inh
Cc1cc(C(=O)N/N=C/c2cccn2C)n[nH]1	0	-2	-32	-1	-16	0.3	22	-2	-14	3
Cc1cccc(C)c1OCC(=O)NCc1nnc(SCC(=O)NC2CCCCC2)n1C	-2	12	-5	-1	-14	0.0	6	-2	4	2
O=C(Nc1ccccc1)Nc1ccc(Cl)c(S(=O)(=O)N2CCOCC2)c1	3	7	15	0	-4	0.1	12	-4	-8	1
Cc1c(CC(=O)N[C@@H](C)C(=O)O)c(=O)oc2cc3c(cc12)CCC(C)(C)O3	-3	-5	-18	0	-21	-3.4	-3	-1	-6	3
CCCOc1cccc(C(=O)NCCNC(=O)c2ccccn2)c1	-2	2	-3	1	5	-0.7	13	0	6	-3
CCOC(=O)Cc1nc2cc(Cl)ccc2o1	1	-10	-18	0	3	1.0	43	0	0	-20
Cc1oc(/N=C/c2ccccc2)c(C#N)c1C	-1	-2	-5	1	-12	0.6	8	-46	-57	1
Oc1ccccc1CNc1ccc(OC(F)(F)F)cc1	-5	-2	-72	0	-63	1.6	-22	-60*	-64	-2
O=C1C2C3C=CC(CC3)C2C(=O)N1c1ccc(Br)cc1[N+](=O)[O-] (centres undefined)	-1	-1	-15	0	-17	0.1	18	-5	-3	3
COCc1cc(=O)n2[nH]c(-c3ccsc3-n3c(C)ccc3C)cc2n1	0	-15	0	1	2	-0.3	3	-2	3	-2
Cc1ccc([N+](=O)[O-])c(OCCN2CCC(Cc3ccccc3)CC2)c1	2	-5	14	-3	7	0.2	18	-7	-20	2
COc1ccc2c(c1)C(=O)c1ccccc1CO2	1	3	-242	-1	-30	-26	31	27	38	0
CC(NC(=O)c1ccccc1NC(=O)c1ccncc1)c1ccccc1 (centres undefined)	0	3	-17	0	-26	0.2	42	1	7	0
Cc1cccc(N2CC(C(=O)Nc3ccc(S(=O)(=O)N4CCCCC4)cc3)CC2=O)c1C (centres undefined)	0	-1	11	-2	-20	0.5	17	0	2	5
COc1ccccc1C(=O)Nn1c(-c2cccs2)nc2ccccc2c1=O	2	-7	3	-1	12	0.0	15	0	3	-5
CC1(C)OC2CCN3C(C(O)COS3(=O)=O)C2O1 (centres undefined)	-4	6	10	1	-20	-0.4	15	-4	3	-2
O=C(c1ccccc1Br)N1CCN(Cc2ccc3c(c2)OCO3)CC1	0	3	25	0	-25	-0.6	11	-12	-24	0
CCOc1ccc(C(=O)Nc2ccc(NC(=O)c3cccs3)cc2)cc1[N+](=O)[O-]	0	4	-14	4	-2	-0.5	-3	4	31	2
CC1=C(C(N)=O)C(c2ccccc2F)NC(=O)N1 (centres undefined)	1	5	4	-1	-20	-32	29	-1	1	1
COC(=O)c1ccccc1NS(=O)(=O)c1ccc2c3c(cccc13)C(=O)N2	2	-3	9	0	-8	x	2	-3	8	-1
COc1cccc(CNC(=O)CCNS(=O)(=O)c2ccc(C)cc2)c1	x	x	6	0	x	0.1	7	-8	-9	1
Cc1ccc(-c2nc(N)sc2CC(=O)OCC(=O)NC2CCCC(C)C2C)cc1 (centres undefined)	1	0	-16	-3	-9	0.2	14	6	9	1
CC(/C=N\N1CCN(c2ccc(Cl)cc2)CC1)=C\c1ccccc1	-2	-3	-2	2	-67	-0.3	4	-20	-8	3
CC(C)(C)OC(=O)NCCCC[C@H](NC(=O)[C@H](Cc1c[nH]c2ccccc12)NC(=O)OCc1ccccc1)C(=O)O	-1	1	0	-3	-5	-3.9	8	3	-8	3
O=C(COc1ccccc1Cl)N1CCN(c2ccc([N+](=O)[O-])c(N3CCOCC3)c2)CC1	2	5	-4	-2	-7	x	13	-1	22	0

Other entries
mol	HSP90 inh	IEC-6 tox	aSyn UTR inh	GSK3 alpha inh	KLF5 inhibitor	HIF activator	AI-2 QS mod	HSF1 inhib	HSF-1 act	GSK3B inh
COc1ccc(NC(C)=O)cc1NC(=O)CN1CCN(c2ccccn2)CC1	-1	-9	6	-2	-2	0.1	8	4	-1	1
CCN(C(=O)c1ccco1)C1C2CC3CC(C2)CC1C3 (centres undefined)	1	-5	7	-2	-35	-0.5	20	-13	-2	-1
CCCCNC(=O)c1cccc(C(=O)NCCCC)c1	3	1	4	-1	-28	-0.2	6	-15	-27	3
CN(CCOc1cccc(C(F)(F)F)c1)Cc1ccccc1	-1	-4	-19	-3	-6	0.0	4	5	-8	5
Cc1ccc(N(C)C(=O)n2cnc3ccccc32)cc1	-4	-2	-25	-1	-8	0.3	3	-5	1	-1
CCN(CC)c1ccc(NC(=O)c2ccccc2OCC(=O)OC)cc1	3	10	-22	0	-18	0.0	9	-5	14	2
O=S(=O)(NCc1ccco1)c1cnc(Cl)c(Br)c1	1	2	-12	-3	-4	0.1	20	4	-5	-1
CCO[C@@H]1OC(C(=O)N2CCN(C)CC2)=C[C@H](c2coc3ccccc3c2=O)[C@H]1CCCO	7	0	-1	x	0	-0.6	5	-1	-1	2
NC(=O)c1nsc(C(=O)N(c2ccc3c(c2)OCCO3)C(C(=O)NCC2CCCO2)c2ccc(F)cc2)c1N (centres undefined)	7	-1	-35	4	-28	-0.8	-4	-54*	-54	2
CCCCC(=O)Nc1sc2c(c1C(=O)OCC)CCC(C=O)=C2Cl	-2	8	13	-3	-14	-0.2	23	13	28	2
CCOCCCN(C)C1CCN(C(=O)c2oc3ccccc3c2NC(=O)COc2cccc(C)c2)CC1	1	0	45	-1	-51	-2.7	39	-7	-9	x
O=S(=O)(Nc1nccs1)c1cc(Cl)ccc1Cl	-2	2	2	0	-28	-0.5	13	-6	-4	0
Cc1ccc(N2C(=O)c3cccc4c(C(=O)O)ccc(c34)C2=O)cc1	0	-4	-54	2	14	-0.1	29	-5	4	-2
CCSc1ccc(-c2ccc(C)cc2)nn1	3	-1	-52	x	-99	-1.2	14	14	u	-4
Cc1sc2ncnc(Sc3nnnn3-c3ccc(Cl)cc3)c2c1C	5	5	-30	-2	-22	17*	10	12	28	0
N#CCc1c(C#N)c(N)nc(N2CCCC2)c1C#N	x	x	4	5	x	1.2	12	3	13	0
Cc1ccc(OCC(O)CNCc2ccccc2)cc1C (centres undefined)	-1	0	3	-1	-7	-0.1	23	-3	-14	4
COC(=O)COc1cccc(NS(=O)(=O)c2ccc(NC(C)=O)cc2)c1	0	0	-19	-4	-5	0.3	23	1	-5	-1
O=C(NNC(=O)c1ccc([N+](=O)[O-])cc1)NC1CCCCC1	1	-3	-12	-5	-25	1.0	22	6	-3	0
O=C(Cc1cccc2ccccc12)N/N=C/c1ccc(OC(=O)/C=C/c2ccco2)cc1	2	-3	-18	3	-34	-0.4	6	4	3	3
Cc1c(C2=CCN(S(=O)(=O)c3ccc(Cl)cc3)CC2)c2ccccc2n1C	-6	1	-43	1	-29	0.1	2	7	9	2
